Assay outcomes: PubChem BioAssay, several laboratories
MT1-MMP txn act – MT1-MMP promoter reporter activation – cell-based, luciferase luminescence, primary screen; 86,000 compounds, 0.16% hits; AID 750, 2007; HT1080 MT1-MMP promoter luciferase reporter, overnight; hits give high values; activation factor at 10 µM;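 active means activation factor of at least 2 for MT1-MMP transcription at 10 µM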
CD11b adhes enh – enhancers of CD11b/CD18 adhesion to fibrinogen, primary screen, K562 cells, luminescence. Integrin beta-2 (Homo sapiens) + Integrin alpha-M (Homo sapiens), P05107+P11215. ATPlite luminescence. activation, % at 10 µM. 93,000 compounds, 0.07% hits. AID 1499, 2009;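 active means 10 µM primary screen giving 50% or more activity, confirmed by 40% or more on retest at that dose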; further: strong numbers were not always called active
Smad3 FoxH1 inh – Smad3/FoxH1 peptide binding inhibitors, primary screen, biochemical, TR-FRET; Mothers against decapentaplegic homolog 3 (Homo sapiens), P84022; TR-FRET Smad3/Dy647-FoxH1 peptide binding, europium anti-His; inhibition, % at 25 µM; 88,000 compounds, 0.29% hits;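 active means compounds that reduce the energy-transfer binding signal between the protein and its labelled peptide by more than half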;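 further: 0% = Smad3 plus labelled peptide maximal FRET and 100% = peptide-only background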
Target sequence (P84022 whole entry, looked up): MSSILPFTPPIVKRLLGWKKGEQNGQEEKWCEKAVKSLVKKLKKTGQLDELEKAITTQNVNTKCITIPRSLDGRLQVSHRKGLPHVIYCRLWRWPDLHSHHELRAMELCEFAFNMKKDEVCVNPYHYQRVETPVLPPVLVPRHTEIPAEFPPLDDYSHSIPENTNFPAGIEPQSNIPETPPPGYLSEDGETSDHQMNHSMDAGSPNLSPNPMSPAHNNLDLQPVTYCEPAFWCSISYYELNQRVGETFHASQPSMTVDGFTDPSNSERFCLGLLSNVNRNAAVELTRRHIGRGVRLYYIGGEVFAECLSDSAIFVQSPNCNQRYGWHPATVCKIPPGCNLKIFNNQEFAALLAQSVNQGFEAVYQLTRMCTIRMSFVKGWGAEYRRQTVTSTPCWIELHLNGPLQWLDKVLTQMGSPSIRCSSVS
Lung fibro prol – antiproliferative effect on LL 47 fibroblasts – human, LL 47 cells, CellTiter-Glo luminescence, primary screen. LL 47 human lung fibroblast viability, ATP luminescence; hits give low values. viability, % at 10 µM. 85,000 compounds, 1.1% hits. AID 719, 2007;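 active means viability at or below 50% in the single dose screen; inactive means viability above 50%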;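 further: compound exposure lasted 72 h before the ATP readout; 100% = median luminescence of untreated cell-only wells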
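Times – overnight cell rest, 72 h compound treatment at 37 °C · Test system – human lung fibroblast line LL 47, low passage · Amount – 1,150 cells in each well · Controls – cell-only wells, no compound · Doses – 0.1% DMSO in all compound wells · Measured by – CellTiter-Glo luminescence · Buffer or medium – IMEM plus 15% FBS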
ERb SRC1 inh – inhibitors of ERβ-SRC1 coactivator interaction, primary screen, biochemical, TR-FRET, ERβ LBD, SRC-1 peptide; TR-FRET ER-beta LBD / SRC1-Cy5 peptide binding; receptor agonist-loaded with 1 µM estradiol; inhibition, % at 25.6 µM; 86,000 compounds, 1.3% hits; AID 633, 2007;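 active means compounds whose percent inhibition of the receptor-coactivator binding signal exceeds about 50% in the single-dose screen, limit read from the data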;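 further: 0% = receptor plus peptide wells without compound and 100% = peptide-only wells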
HUVEC inhibit – inhibitors of HUVEC proliferation, primary screen, cell-based, 384-well; CellTiter-Glo luminescence, 72 h; hits give low values; viability, % at 10 µM (by protocol); 86,000 compounds, 1.1% hits; AID 648, 2007;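 active means viability at or below 30%; inactive means viability above 30%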;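 further: 100% = median luminescence of DMSO-only cell control wells on each plate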
ERa coact pot – enhancers of ERα–SRC-1 coactivator binding, primary screen, biochemical, TR-FRET, ERα LBD, low estradiol; Estrogen receptor (Homo sapiens), P03372; 86,000 compounds, 1.3% hits; AID 639, 2007; coactivator binding (% of control), % at 25.6 µM; TR-FRET ERalpha-LBD/SRC-Cy5 coactivator binding, 2 h; 100 = basal binding, no effect; in the data active means activity above about 200%;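 further: binding measured in presence of low estradiol as agonist stimulus; 0% = peptide alone without receptor and 100% = receptor with peptide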
Target sequence (P03372 whole entry, looked up, the tested form may be a part): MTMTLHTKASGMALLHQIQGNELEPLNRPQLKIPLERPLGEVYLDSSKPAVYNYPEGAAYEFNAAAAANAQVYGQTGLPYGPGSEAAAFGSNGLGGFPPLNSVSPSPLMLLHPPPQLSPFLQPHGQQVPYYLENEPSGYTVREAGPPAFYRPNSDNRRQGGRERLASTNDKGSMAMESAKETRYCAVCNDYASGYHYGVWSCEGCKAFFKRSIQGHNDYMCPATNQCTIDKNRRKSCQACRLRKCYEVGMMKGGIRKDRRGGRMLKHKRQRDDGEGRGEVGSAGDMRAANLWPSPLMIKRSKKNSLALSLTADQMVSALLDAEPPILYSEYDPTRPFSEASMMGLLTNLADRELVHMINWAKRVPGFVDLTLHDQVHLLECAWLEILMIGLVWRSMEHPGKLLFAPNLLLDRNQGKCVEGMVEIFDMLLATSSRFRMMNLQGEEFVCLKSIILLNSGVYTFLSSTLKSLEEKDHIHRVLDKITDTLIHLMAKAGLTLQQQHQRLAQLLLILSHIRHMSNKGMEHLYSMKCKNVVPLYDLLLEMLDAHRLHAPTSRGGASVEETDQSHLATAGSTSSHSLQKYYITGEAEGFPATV
H69AR growth 86K – proliferation blockers of H69AR lung cancer cells, primary screen, cell-based, human, 86K library | AID 598, 2007 | H69AR lung tumor viability, ATP luminescence, 72 h; hits give low values | viability, % at 10 µM | 85,000 compounds, 6% hits;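 active means viability at or below 40%; inactive means viability above 40%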;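 further: multidrug resistant small cell line overexpressing MRP-1 efflux transporter; 100% = mean luminescence of untreated control wells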
ERa SRC1 inh – ERα–SRC-1 coactivator interaction inhibitors, primary screen, biochemical, TR-FRET, ERα LBD, estradiol-bound. inhibition, % at 25.6 µM. TR-FRET ER-alpha LBD / SRC-1 peptide. 86,000 compounds, 1.7% hits; in the data active means inhibition above about 50%;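 further: 0% = receptor plus peptide control and 100% = peptide only without receptor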
Active calls of the source: *; · = not tested or not shown; [ ] = another dose, or the depositor's remark. A portion of the library; the hit share may differ from the screen's.

SMILES	MT1-MMP txn act	CD11b adhes enh	Smad3 FoxH1 inh	Lung fibro prol	ERb SRC1 inh	HUVEC inhibit	ERa coact pot	H69AR growth 86K	ERa SRC1 inh
CC(Oc1cccc(Cl)c1)C(=O)Nc1cc(=O)n(C)c(=O)n1C (centres undefined)	1.1	0	-13	106	9[fluorescence artefact?]	99	66	99	9
CCn1c(=O)cc(O)c2ccccc21	1.1	6	-2	105	3[fluorescence artefact?]	97	116	83	6[fluorescence artefact?]
C=CCSc1nnc2c(n1)OC=Nc1ccccc1-2	1	-1	12	109	-1	94	110	104	10
c1ccc(CCN2CN=C(Nc3nc4ccccc4o3)NC2)cc1	1.2	46	-4	88	-3	93	110	102	-3
CN(C(=O)CSc1nnc(-c2ccncc2)n1C)C1CCS(=O)(=O)C1 (centres undefined)	1.3	2	-1	105	-11	98	100	105	-5
NS(=O)(=O)c1ccc(NC(=O)CSc2ccc3ccccc3n2)cc1	1.1	-2	1	98	5[fluorescence artefact?]	107	96	95	10
O=C(O)CCn1c(SCc2cccc3ccccc23)nc2ccccc21	1.1	-2	10	111	20	106	95	97	5
O=C(CNC(=O)c1ccco1)NCC(=O)OCc1cccc(Cl)c1	1.2	0	0	97	-4	100	101	78	-6
Cc1cc(C(=O)Nc2sc3c(c2C#N)CCC(C)C3)no1 (centres undefined)	0.8	4	11	·	14[fluorescence artefact?]	58	101	52	4
CCOC(=O)N1CCN(C(=O)CSc2nnc(-c3ccc(C)c(C)c3)o2)CC1	1	-5	3	93	-13	95	108	61	0
CCOc1ccccc1C(=O)Nc1ccc(S(=O)(=O)N2CCOCC2)cc1	0.9	0	8	104	-4	101	98	99	-6
COc1ccc(-c2c(NC(C)=O)n(C)c3ccccc3c2=O)cc1	0.9	0	6	99	8[fluorescence artefact?]	104	99	89	4
COc1ccc(S(=O)(=O)n2cnc3cc(C)c(C)cc32)cc1	1.2	-2	5	99	7	98	92	91	-5
O=C1NCC(O)=C1C=NCCCO	1.1	0	-4	92	9	96	91	95	3
CCCCCn1c(=O)[nH]c2cc(C(=O)NCCCN(CC)CC)ccc2c1=O	0.9	-2	-9	100	23[fluorescence artefact?]	101	97	61	23
O=C(COC(=O)CCN1C(=O)c2ccccc2C1=O)Nc1ccc(S(=O)(=O)N2CCCC2)cc1	1.1	3	2	98	-1	106	96	102	-4
Nc1ccn(-c2ccc(Cl)cc2)c(=O)c1	1.1	-3	-27	99	-7[fluorescence artefact?]	103	106	86	-2
Cc1nc2c(ccc3nc(NC(=O)c4ccc(S(=O)(=O)N(C)C)cc4)sc32)s1	1	13	28[fluorescence artefact?]	95	12[fluorescence artefact?]	47	241*[fluorescence artefact?]	35*	19[fluorescence artefact?]
CCCNC(=O)NC(=O)COc1c(F)c(F)cc(F)c1F	0.9	·	-9	108	-10	110	114[fluorescence artefact?]	91	-19
COc1ccccc1C(=O)Nc1ccc(S(=O)(=O)N2CCc3ccccc32)cc1	1	18	-1	107	-4	107	88	95	4
CCCCOC(=O)CSc1nnc(-c2cc(OC)c(OC)c(OC)c2)o1	1	2	2	88	2	84	100[fluorescence artefact?]	104	-4
O=C(CCC(=O)OCC(F)(F)C(F)F)NCc1ccccc1	1	2	5	105	-9	114	116	104	-8
CC(=O)c1sc(NC(=O)C=C(C)C)nc1C	1.2	2	0	97	-3	79	117	94	-9
CN(CC(=O)Nc1cccnc1)S(=O)(=O)c1ccccc1	1	-4	3	104	1[fluorescence artefact?]	94	102[fluorescence artefact?]	93	8[fluorescence artefact?]
COc1cc(OC)c(C(=O)Nc2ccc(N(C)C)cc2)cc1OC	1.7	-7	-12	113	97*[fluorescence artefact?]	106	36[fluorescence artefact?]	96	64*[fluorescence artefact?]
CCOC(=O)C1C(=O)CC(C)(O)C(C(=O)OCC)C1c1ccc(C)s1 (centres undefined)	1.1	5	0	103	-27	105	105	95	-12
Cc1ccc(O)c(-c2cc(C(=O)NCc3ccncc3)[nH]n2)c1	1.2	1	15	107	-2	88	103	88	-5
CS(=O)(=O)N(CCc1ccccc1)CC(=O)N1CCN(c2ccccc2)CC1	1	2	7	93	-6	101	100	88	-5
O=C(NCCCN1CCOCC1)c1c(F)cccc1F	1	-5	-16	110	-9[fluorescence artefact?]	96	106	93	-4
CCOC(=O)c1c(NC(=O)c2ccc(Br)o2)sc(C)c1CC	1.2	0	7	97	-6	103	92	85	-3

Reformatted comma-delimited: entries from further up
canonical_smiles,MT1-MMP txn act,CD11b adhes enh,Smad3 FoxH1 inh,Lung fibro prol,ERb SRC1 inh,HUVEC inhibit,ERa coact pot,H69AR growth 86K,ERa SRC1 inh
Cc1nc2c(ccc3nc(NC(=O)c4ccc(S(=O)(=O)N(C)C)cc4)sc32)s1,1,13,28[fluorescence artefact?],95,12[fluorescence artefact?],47,241*[fluorescence artefact?],35*,19[fluorescence artefact?]
CCCNC(=O)NC(=O)COc1c(F)c(F)cc(F)c1F,0.9,·,-9,108,-10,110,114[fluorescence artefact?],91,-19
COc1ccccc1C(=O)Nc1ccc(S(=O)(=O)N2CCc3ccccc32)cc1,1,18,-1,107,-4,107,88,95,4
CCCCOC(=O)CSc1nnc(-c2cc(OC)c(OC)c(OC)c2)o1,1,2,2,88,2,84,100[fluorescence artefact?],104,-4
O=C(CCC(=O)OCC(F)(F)C(F)F)NCc1ccccc1,1,2,5,105,-9,114,116,104,-8
CC(=O)c1sc(NC(=O)C=C(C)C)nc1C,1.2,2,0,97,-3,79,117,94,-9
CN(CC(=O)Nc1cccnc1)S(=O)(=O)c1ccccc1,1,-4,3,104,1[fluorescence artefact?],94,102[fluorescence artefact?],93,8[fluorescence artefact?]
COc1cc(OC)c(C(=O)Nc2ccc(N(C)C)cc2)cc1OC,1.7,-7,-12,113,97*[fluorescence artefact?],106,36[fluorescence artefact?],96,64*[fluorescence artefact?]
CCOC(=O)C1C(=O)CC(C)(O)C(C(=O)OCC)C1c1ccc(C)s1 (centres undefined),1.1,5,0,103,-27,105,105,95,-12
Cc1ccc(O)c(-c2cc(C(=O)NCc3ccncc3)[nH]n2)c1,1.2,1,15,107,-2,88,103,88,-5
CS(=O)(=O)N(CCc1ccccc1)CC(=O)N1CCN(c2ccccc2)CC1,1,2,7,93,-6,101,100,88,-5
O=C(NCCCN1CCOCC1)c1c(F)cccc1F,1,-5,-16,110,-9[fluorescence artefact?],96,106,93,-4
CCOC(=O)c1c(NC(=O)c2ccc(Br)o2)sc(C)c1CC,1.2,0,7,97,-6,103,92,85,-3

Later entries:
SMILES	MT1-MMP txn act	CD11b adhes enh	Smad3 FoxH1 inh	Lung fibro prol	ERb SRC1 inh	HUVEC inhibit	ERa coact pot	H69AR growth 86K	ERa SRC1 inh
O=S(=O)(Nc1nc2ccccc2nc1NCc1ccco1)c1ccccc1	1.2	-2	-8	113	6	97	87[fluorescence artefact?]	88	-8
Cc1cc(OCC(=O)NCCN2CCOCC2)ccc1Br	1.2	2	1	·	-9	99	90	96	-15
C/C(N)=C(/C#N)C(=O)CSc1nnc(Nc2c(C)cccc2C)s1	1	-4	-3	89	93*[fluorescence artefact?]	77	16[fluorescence artefact?]	104	87*[fluorescence artefact?]
CCn1c(C)nc2cc(-c3nc4n(n3)Cc3ccccc3-4)ccc21	0	-10	4[fluorescence artefact?]	24*	8	26*	84	16*	3
COc1ccc(C(=O)Nc2ccccn2)cc1	1.1	·	5	92	-4	90	115	98	-1
CSc1ccc(Cl)c(C(=O)OCC(=O)N2CC(C)OC(C)C2)c1 (centres undefined)	1.1	4	5	106	-3	101	115	93	-3
COc1ccc(NC(=O)C2C(=O)NC3(C)CC2c2ccccc2O3)cc1 (centres undefined)	1.1	-4	-3	97	-7	97	115	113	-4
CCOC(=O)c1ccc(NC(=O)CSc2n[nH]c(-c3ccncc3)n2)cc1	1.1	0	11	102	-5	93	92	85	-1
CCN(CC)S(=O)(=O)c1ccc(-c2nnc(SCC(=O)Nc3cc(OC)cc(OC)c3)o2)cc1	1.2	-4	1	98	-3	84	106	63	-5
CCN(CC)S(=O)(=O)c1cc(C(=O)Oc2ccccc2OC)ccc1OC	1.1	-3	5	·	-5	88	123	73	-8
CCCS(=O)(=O)n1nc(-c2ccc(OC)cc2OC)cc1N	1.2	·	-5	105	-12	113	123	97	1
COc1ccc(NC2CCN(C3CC(=O)N(c4ccc(F)c(Cl)c4)C3=O)CC2)cc1 (centres undefined)	1	1	9	92	-1	89	120	102	7
COc1cc(C2C(=O)N(C3CCCC3)CC(=O)N2Cc2ccco2)ccc1OC(C)C (centres undefined)	1.2	·	1	102	-6	93	134	69	-46
O=C(CCCc1nc2ccccc2s1)N1CCN(S(=O)(=O)c2cccs2)CC1	1.2	-1	-3	97	3[fluorescence artefact?]	86	83	94	5
COCC(C)NC(=O)c1cc(-c2cccc(OC)c2)on1 (centres undefined)	1.5	4	0	104	-8	108	99	90	-3[fluorescence artefact?]
CCOC(=O)NC(Nc1nnc(SCC)s1)(C(F)(F)F)C(F)(F)F	1	-1	-13	102	-1	100	92[fluorescence artefact?]	99	-3
CC1CCN(c2nncc3ccccc23)CC1	1	-1	-8	96	-7	89	101	103	3
CCOc1ccccc1N(CC(=O)Nc1ccccc1C(=O)NCc1ccco1)S(C)(=O)=O	1.2	2	-1	97	2	90	91	85	4
CCOc1ccc(CCNC(=O)C(O)c2ccccc2)cc1 (centres undefined)	1.2	4	1	93	-14	100	107	114	-5
Cc1cc(NC(=O)CSc2nnc(-c3ccco3)n2Cc2ccco2)no1	1.1	0	7	102	5[fluorescence artefact?]	96	111[fluorescence artefact?]	88	7[fluorescence artefact?]
CCCCCC1NC(=O)NC1CCCCCC(=O)O (centres undefined)	1	4	4	97	-7[fluorescence artefact?]	101	113	90	-4
c1coc(CN(Cc2ccco2)c2ncnc3c2oc2ccccc23)c1	1.1	·	-2	84	-4	56	71	22*	-6
CC(C)CSc1nc2ccccc2c(=O)[nH]1	1.1	4	-14	100	-13	96	93	78	-1
O=C(CCc1ccccc1)NC1CCSC1=O (centres undefined)	1	-4	-3	101	1[fluorescence artefact?]	95	118	90	-9
CCN(CC)S(=O)(=O)c1ccc(Cl)c(OC)c1	1	3	4	87	-7	85	101	83	-2
N#CN=C1SCCS1	1.1	-2	0	103	-7[fluorescence artefact?]	109	107	104	-17
CC12CCC(=O)N1c1ccccc1C(=O)N2c1ccccc1 (centres undefined)	1	-6	5	104	-1	95	108	96	-10
CCCCNC(NCCCC)=C(S(=O)(=O)CC)S(=O)(=O)CC	1.2	2	-4	111	-4[fluorescence artefact?]	106	117[fluorescence artefact?]	95	-1[fluorescence artefact?]
